KCNK3 inh = human KCNK3 channel inhibition, primary screen; B-score at 10 µM; AID 602410; O14649; 340,000 compounds, 0.84% hits; CHO-KCNK3 thallium flux, FluxOR fluorescence; stronger effect = lower value;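 active = B-score under library mean minus 4 SD, starting fluorescence ratio at most library mean plus 5 SD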;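 note: more negative B-score means stronger inhibition of thallium flux through KCNK3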
PolyA inh = yeast polyadenylation inhibition | S. cerevisiae SKY197-pL101 polyadenylation reporter, beta-gal luminescence; efflux-impaired pdr1/pdr3 knockout yeast; score 100 = 6 SD above DMSO | calls only at 12 µM | 300,000 compounds, 0.02% hits | AID 1875;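 active = lowest replicate activity score at least 50, where 100 means six control SD above control mean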;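 note: yeast exposed to compound for 9 h at 30 °C; higher score means more reporter readthrough which indicates perturbed polyadenylation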
KCNQ1 inh = blocks the human KCNQ1 potassium channel. 310,000 compounds, 1.3% hits. B-score at 10 µM. AID 2642. CHO-K1 KCNQ1, FluxOR thallium flux fluorescence; stronger effect = higher value;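 active = compounds whose thallium flux B-score, printed positive for inhibition, exceeds three library SD while starting fluorescence stays within three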;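 note: channel opened by potassium depolarization with thallium stimulus after 20 min compound exposure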
KCNQ1 pot = potentiators or activators of human KCNQ1 potassium channel; P51787; CHO-K1 KCNQ1, thallium flux FluxOR fluorescence; stronger effect = higher value; B-score at 10 µM; 310,000 compounds, 0.35% hits; AID 2648;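 active = fluorescence ratio B-score, a plate-corrected score, at least three library SD, with initial intensity B-score within 5 SD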
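assay system = CHO-K1 cells stably expressing KCNQ1 | medium = assay buffer, equal DMSO in all wells | timing = 37 °C overnight plating, 90-min dark dye load, 20-min compound pretreatment | measured by = kinetic FluxOR thallium fluorescence, 10-s 1-Hz baseline, 110-s post-stimulus read | measure = fluorescence change relative to baseline, converted to B score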
HDAC3 inh = human HDAC3 inhibition; recombinant HDAC3, fluorogenic peptide/trypsin coupled, fluorescence; 320,000 compounds, 0.15% hits; inhibition, % at 8.3 µM; in the data active = inhibition above about 26%, passing the limit was not always enough
Target sequence (O15379 whole entry, looked up): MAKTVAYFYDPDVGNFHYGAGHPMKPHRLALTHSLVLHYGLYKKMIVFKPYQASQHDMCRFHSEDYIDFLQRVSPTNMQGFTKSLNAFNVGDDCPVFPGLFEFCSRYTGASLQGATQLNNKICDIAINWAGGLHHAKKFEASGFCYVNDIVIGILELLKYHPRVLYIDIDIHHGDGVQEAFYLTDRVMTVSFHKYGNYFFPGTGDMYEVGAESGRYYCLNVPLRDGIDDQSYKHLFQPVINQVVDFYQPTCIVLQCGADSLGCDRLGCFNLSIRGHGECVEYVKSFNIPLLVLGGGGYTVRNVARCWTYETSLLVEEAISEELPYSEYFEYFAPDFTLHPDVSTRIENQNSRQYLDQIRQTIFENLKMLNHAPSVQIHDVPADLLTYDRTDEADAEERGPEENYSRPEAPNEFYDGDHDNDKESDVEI
hERG rescue = shields human hERG channel from block by proarrhythmic agents; Q12809; 310,000 compounds, 0.51% hits; activation (rescue from dofetilide block), less the hit threshold, % at 10 µM; CHO-hERG, FluxOR thallium flux, dofetilide IC70 present;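 active = activation above the mean of controls blocked by dofetilide plus 5 SD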;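 note: thallium influx through hERG after potassium depolarization seen as dye fluorescence rise; in these data hits start at about 4.7%; inactives centre near -7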
GSK3 alpha inh = blocks human GSK-3 alpha kinase; P49840; ADP-Glo luminescence, 60 min; inhibition, % at 10 µM; 320,000 compounds, 0.1% hits;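 in the data active = inhibition above about 50%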;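 note: GST-tagged GSK-3 alpha with peptide substrate and 25 µM ATP; 0% = DMSO neutral wells and 100% = GW8510 positive control wells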
Dyrk1A ADPGlo = blocks rat Dyrk1A kinase activity; ADP-Glo luminescence, NFATc1 peptide; inhibition, % at 12.5 µM; 310,000 compounds, 0.43% hits; in the data active = inhibition above about 50%;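 note: plate controls were vehicle with enzyme for no effect and no enzyme for full effect; many of its hits are not listed in these tables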
KCNK9 block = human KCNK9 channel inhibition; 310,000 compounds, 1.2% hits; HEK293 KCNK9, FluxOR thallium flux fluorescence; stronger effect = lower value; B-score at 10 µM; Q9NPC2; AID 488922;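 active = ratio B-score over 3 SD below the library mean, with starting fluorescence within 5 SD of its mean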;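 note: negative B-score means less thallium flux so channel inhibition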
RGS4 pot = potentiators or activators of RGS4 | HEK293 M3R/inducible RGS4, carbachol calcium flux Fluo4; stronger effect = lower value | B-score at 10 µM | 310,000 compounds, 0.92% hits;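 active = B-score of the integrated calcium signal more than 4 SD below the library mean, with starting fluorescence not abnormally high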;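 note: negative B-score means reduced calcium response which marks RGS4 activation or potentiation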
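Test system: HEK293 cells with stable M3R and inducible RGS4; also added: carbachol at ECmax as muscarinic agonist stimulus; schedule: dye loading 30 min 37 °C, buffer rest 30 min RT; technique: kinetic calcium fluorescence imaging with Fluo4-AM dye, 2 µM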
GSK3beta inhib = human GSK3beta kinase inhibition; P49841; GST-GSK3beta kinase, ADP-Glo luminescence, 60 min; stronger effect = lower value; activity score (negative = inhibition), % at 10 µM; 300,000 compounds, 0.038% hits; AID 2097;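 active = more than half of replicate wells score below -50%, meaning over 50% inhibition versus plate controls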;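 note: 0% = median DMSO wells and -100% = median GW8510 positive control wells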
Target sequence (P49841 whole entry, looked up): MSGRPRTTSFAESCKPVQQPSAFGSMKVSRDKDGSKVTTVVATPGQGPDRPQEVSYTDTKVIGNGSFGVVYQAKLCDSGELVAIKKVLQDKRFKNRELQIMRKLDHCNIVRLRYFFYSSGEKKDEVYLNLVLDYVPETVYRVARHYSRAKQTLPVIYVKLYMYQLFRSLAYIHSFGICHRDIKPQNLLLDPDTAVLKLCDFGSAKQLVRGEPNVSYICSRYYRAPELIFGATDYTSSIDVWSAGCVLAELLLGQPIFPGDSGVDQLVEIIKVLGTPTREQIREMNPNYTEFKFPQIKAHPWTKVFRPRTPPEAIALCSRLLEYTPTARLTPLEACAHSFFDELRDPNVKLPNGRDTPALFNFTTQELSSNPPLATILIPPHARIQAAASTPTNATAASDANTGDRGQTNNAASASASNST
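Assay system: GST-tagged human GSK3beta kinase, cell-free; Input: 1.6 ng GSK3beta; Medium: Tris/MgCl2 kinase buffer; Timing: 60 min enzyme reaction, room temperature; Signal: ADP-Glo luminescence quantifying ADP generated by kinase; Evaluation: score relative to plate controls; Benchmarks: DMSO neutral wells and GW8510 at 20 µM as positive.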
* hit, by the source's call; & = joins results of further samples.

Results for CN1CC=C2C(C#N)=C(N)C(C#N)(C#N)C(c3ccncc3)C2C1 (centres undefined) ?
KCNK3 inh: inactive; PolyA inh: inactive; KCNQ1 inh: inactive; KCNQ1 pot: inactive; HDAC3 inh: -13.0; hERG rescue: -13.2; GSK3 alpha inh: 11.6; Dyrk1A ADPGlo: 8.6; KCNK9 block: inactive; RGS4 pot: inactive; GSK3beta inhib: -8.9

Results for CN(C)[C@@H]1C(=O)C(C(N)=O)=C(O)[C@@]2(O)C(=O)C3=C(O)c4c(O)cccc4[C@@](C)(O)C3[C@H](O)C12 (some centres undefined) ?
KCNK3 inh: inactive; PolyA inh: inactive; KCNQ1 inh: inactive; KCNQ1 pot: inactive; HDAC3 inh: 4.3&6.2; hERG rescue: -2.3; GSK3 alpha inh: 4.2&7.0; Dyrk1A ADPGlo: 4.2&5.0; KCNK9 block: inactive; RGS4 pot: inactive; GSK3beta inhib: 2.0

How did CC(C)CN1CCN(Cc2cccc3c2OCO3)CC1CCO (centres undefined) do in these assays?
KCNK3 inh: inactive; PolyA inh: inactive; KCNQ1 inh: inactive; KCNQ1 pot: inactive; HDAC3 inh: -2.0; hERG rescue: -5.9; GSK3 alpha inh: -4.7; Dyrk1A ADPGlo: -0.5; KCNK9 block: inactive; RGS4 pot: inactive; GSK3beta inhib: -6.3

How did OC(Cn1c2ccccc2c2ccccc21)C[n+]1ccccc1 (centres undefined) do in these assays?
KCNK3 inh: inactive; PolyA inh: inactive; KCNQ1 inh: inactive; KCNQ1 pot: inactive; HDAC3 inh: 1.9; hERG rescue: -7.0; GSK3 alpha inh: 2.9; Dyrk1A ADPGlo: 1.5; KCNK9 block: inactive; RGS4 pot: inactive; GSK3beta inhib: 0.3

How did O=C1NC(=O)N(c2ccccc2)C(=O)/C1=C\C=C\c1ccccc1 do in these assays?
KCNK3 inh: inactive; PolyA inh: inactive; KCNQ1 inh: inactive; KCNQ1 pot: inactive; HDAC3 inh: 2.6; hERG rescue: -5.1; GSK3 alpha inh: -2.4; Dyrk1A ADPGlo: 2.2; KCNK9 block: inactive; RGS4 pot: inactive; GSK3beta inhib: 0.8

How did O=C(C[N+]12CCC(CC1)C(CO)C2)c1ccc([N+](=O)[O-])cc1 (centres undefined) do in these assays?
KCNK3 inh: inactive; PolyA inh: inactive; KCNQ1 inh: inactive; KCNQ1 pot: inactive; HDAC3 inh: -0.5; hERG rescue: -12.6; GSK3 alpha inh: 3.1; Dyrk1A ADPGlo: 2.7; KCNK9 block: inactive; RGS4 pot: inactive; GSK3beta inhib: 0.3

How did Cc1ccsc1C(=O)C1CCCN(Cc2sc(N(C)C)nc2Cl)C1 (centres undefined) do in these assays?
KCNK3 inh: inactive; PolyA inh: inactive; KCNQ1 inh: inactive; KCNQ1 pot: inactive; HDAC3 inh: 0.9; hERG rescue: -8.6; GSK3 alpha inh: -1.0; Dyrk1A ADPGlo: 2.1; KCNK9 block: inactive; RGS4 pot: inactive; GSK3beta inhib: 1.1

Results for CC(=O)NC(Cc1ccc(N(CCCl)CCCl)cc1)C(=O)NC(CC(C)C)C(=O)O (centres undefined) ?
KCNK3 inh: inactive; PolyA inh: inactive; KCNQ1 inh: inactive; KCNQ1 pot: inactive; HDAC3 inh: 0.5; hERG rescue: -7.8; GSK3 alpha inh: 0.2; Dyrk1A ADPGlo: -1.7; KCNK9 block: inactive; RGS4 pot: inactive; GSK3beta inhib: 4.1

How did CCCCCCn1c(O)c(C=NCCN2CCCCC2)c(=O)[nH]c1=O do in these assays?
KCNK3 inh: inactive; PolyA inh: inactive; KCNQ1 inh: inactive; KCNQ1 pot: inactive; HDAC3 inh: 0.0; hERG rescue: -5.4; GSK3 alpha inh: 2.4; Dyrk1A ADPGlo: -4.5; KCNK9 block: inactive; RGS4 pot: inactive; GSK3beta inhib: -1.8

Results for O=C1NC(=O)N(CCc2ccc(F)cc2)C(=O)/C1=C/C=C/c1ccccc1 ?
KCNK3 inh: inactive; PolyA inh: inactive; KCNQ1 inh: inactive; KCNQ1 pot: inactive; HDAC3 inh: 0.8; hERG rescue: -3.4; GSK3 alpha inh: -4.1; KCNK9 block: inactive; RGS4 pot: inactive; GSK3beta inhib: 1.2

How did CCN(CC)C(=O)c1ccc(NC(=O)C2=C(C)OCCS2)cc1 do in these assays?
KCNK3 inh: inactive; PolyA inh: inactive; KCNQ1 inh: inactive; KCNQ1 pot: inactive; HDAC3 inh: 0.7; hERG rescue: -1.0; GSK3 alpha inh: -2.1; Dyrk1A ADPGlo: 1.2; KCNK9 block: inactive; RGS4 pot: inactive; GSK3beta inhib: 0.7

Results for Cc1cc(OCC(=O)NCc2ccncc2)c2c3c(c(=O)oc2c1)CCCC3 ?
KCNK3 inh: inactive; PolyA inh: inactive; KCNQ1 inh: inactive; KCNQ1 pot: inactive; HDAC3 inh: -4.6; hERG rescue: -12.8; GSK3 alpha inh: 24.4; Dyrk1A ADPGlo: 9.6; KCNK9 block: inactive; RGS4 pot: inactive; GSK3beta inhib: 1.0

What do the screens show for `O=C(Nc1ccccc1Cl)OC1CN2CCC1CC2` (centres undefined)?
KCNK3 inh: inactive; PolyA inh: inactive; KCNQ1 inh: inactive; KCNQ1 pot: inactive; HDAC3 inh: 0.2; hERG rescue: -5.7; GSK3 alpha inh: -0.8; Dyrk1A ADPGlo: 6.5; KCNK9 block: inactive; RGS4 pot: -8.47*; GSK3beta inhib: 1.3

How did CCOC(=O)C1C(=O)N(C)C2(C)CC1c1cc(OC)ccc1O2 (centres undefined) do in these assays?
KCNK3 inh: inactive; PolyA inh: inactive; KCNQ1 inh: inactive; KCNQ1 pot: inactive; HDAC3 inh: -3.9; hERG rescue: -14.6; Dyrk1A ADPGlo: 8.0; KCNK9 block: inactive; RGS4 pot: inactive; GSK3beta inhib: -1.8

What do the screens show for `O=C(CN1CCN(c2ccccc2F)CC1)Nc1cccnc1Cl`?
KCNK3 inh: inactive; PolyA inh: inactive; KCNQ1 inh: inactive; KCNQ1 pot: inactive; HDAC3 inh: -4.3; hERG rescue: -5.3; GSK3 alpha inh: -6.4; Dyrk1A ADPGlo: -2.1; KCNK9 block: inactive; RGS4 pot: inactive; GSK3beta inhib: 1.7

Results for Fc1ccc(CCNCc2ccc(Br)cc2)cc1 ?
KCNK3 inh: inactive; PolyA inh: inactive; KCNQ1 inh: inactive; KCNQ1 pot: inactive; HDAC3 inh: -7.0; hERG rescue: -9.1; GSK3 alpha inh: -2.1; Dyrk1A ADPGlo: 7.7; KCNK9 block: inactive; RGS4 pot: inactive; GSK3beta inhib: 6.7

What do the screens show for `CCC(=NCCN1CCCCC1)c1c(O)n(C)c(=O)n(C)c1=O`?
KCNK3 inh: inactive; PolyA inh: inactive; KCNQ1 inh: inactive; KCNQ1 pot: inactive; HDAC3 inh: 5.7; hERG rescue: -7.1; GSK3 alpha inh: -1.7; Dyrk1A ADPGlo: 8.3; KCNK9 block: inactive; RGS4 pot: inactive; GSK3beta inhib: 0.4

What do the screens show for `CC(N=Cc1c(O)[nH]c(=O)[nH]c1=O)c1ccccc1` (centres undefined)?
KCNK3 inh: inactive; PolyA inh: inactive; KCNQ1 inh: inactive; KCNQ1 pot: inactive; HDAC3 inh: 2.8; hERG rescue: -0.6; GSK3 alpha inh: 8.2; Dyrk1A ADPGlo: 8.1; KCNK9 block: inactive; RGS4 pot: inactive; GSK3beta inhib: -1.3

Results for N#CC1=C(N)Oc2c(c(=O)oc3ccccc23)C1c1ccc(OC(=O)N2CCOCC2)cc1 (centres undefined) ?
KCNK3 inh: inactive; PolyA inh: inactive; KCNQ1 inh: inactive; KCNQ1 pot: inactive; HDAC3 inh: -6.9; hERG rescue: -3.9; GSK3 alpha inh: -2.1; Dyrk1A ADPGlo: 15.2; KCNK9 block: inactive; RGS4 pot: inactive; GSK3beta inhib: -3.9

What do the screens show for `Cc1c(C(=O)C(=O)N2CCC3(CC2)OCCO3)c2ccccc2n1C`?
KCNK3 inh: inactive; PolyA inh: inactive; KCNQ1 inh: inactive; KCNQ1 pot: inactive; HDAC3 inh: 3.2; hERG rescue: -16.0; GSK3 alpha inh: -0.2; KCNK9 block: inactive; RGS4 pot: inactive; GSK3beta inhib: 0.0

Results for CS(=O)(=O)NNP(=O)(NNS(C)(=O)=O)NC(=O)c1ccccc1 ?
KCNK3 inh: inactive; PolyA inh: inactive; KCNQ1 inh: inactive; KCNQ1 pot: inactive; hERG rescue: -5.9; GSK3 alpha inh: 2.8; Dyrk1A ADPGlo: 0.0; KCNK9 block: inactive; RGS4 pot: inactive; GSK3beta inhib: -0.7

Results for COc1cc(C=C2C(=O)NC(=O)NC2=O)cc(OC)c1OC ?
KCNK3 inh: inactive; PolyA inh: inactive; KCNQ1 inh: inactive; KCNQ1 pot: inactive; HDAC3 inh: -6.8; hERG rescue: -2.0; GSK3 alpha inh: -1.7; Dyrk1A ADPGlo: -0.5; KCNK9 block: inactive; RGS4 pot: inactive; GSK3beta inhib: 1.9

How did Cc1cc(C)cc(-n2c(O)c(C=Nc3ccc(N4CCOCC4)cc3)c(=O)[nH]c2=S)c1 do in these assays?
KCNK3 inh: inactive; PolyA inh: inactive; KCNQ1 inh: inactive; KCNQ1 pot: inactive; HDAC3 inh: 4.4; hERG rescue: -7.0; GSK3 alpha inh: -1.1; Dyrk1A ADPGlo: -6.5; KCNK9 block: inactive; RGS4 pot: inactive; GSK3beta inhib: -3.1

How did CNC(=O)O/N=C(\N)Cc1csc2ccccc12 do in these assays?
KCNK3 inh: inactive; PolyA inh: inactive; KCNQ1 inh: inactive; KCNQ1 pot: inactive; HDAC3 inh: -2.4; hERG rescue: -7.8; GSK3 alpha inh: -2.9; Dyrk1A ADPGlo: -4.2; KCNK9 block: inactive; RGS4 pot: inactive; GSK3beta inhib: -1.1

Results for C=C1C(O)(c2ccccc2)C2CC[N+]1(C)CC2 (centres undefined) ?
KCNK3 inh: inactive; PolyA inh: inactive; KCNQ1 inh: inactive; KCNQ1 pot: inactive; HDAC3 inh: -1.6; hERG rescue: -5.8; GSK3 alpha inh: -2.7; Dyrk1A ADPGlo: -6.3; KCNK9 block: inactive; RGS4 pot: inactive; GSK3beta inhib: 2.4

Results for Fc1cccc(F)c1-c1nc(-c2ccc(Cl)cc2)no1 ?
KCNK3 inh: inactive; PolyA inh: inactive; KCNQ1 inh: inactive; KCNQ1 pot: inactive; HDAC3 inh: 0.4; hERG rescue: -3.5; GSK3 alpha inh: -0.6; Dyrk1A ADPGlo: 1.8; KCNK9 block: inactive; RGS4 pot: inactive; GSK3beta inhib: -0.4

Assay outcomes (PubChem)

Some of the compounds tested. The share of hits here may be higher or lower than overall.
